Assay outcomes deposited in PubChem BioAssay by National Center for Advancing Translational Sciences (NCATS).
B2AR arrestin: beta2AR (human) beta-arrestin recruitment activity; 330,000 compounds, 0.02% hits; beta-arrestin recruitment to beta2AR, cell-based reporter; Potency, µM (series often up to 46.1 µM), for the others: at the top dose activation, hits mostly activators; P07550;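 further: potency means the concentration at half of the fitted maximal effect; 0% = DMSO controls and full agonism = EC100 isoproterenol or metaproterenol; nearly all actives have a fitted effect of over 65% in size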
Target sequence (P07550 whole entry, looked up): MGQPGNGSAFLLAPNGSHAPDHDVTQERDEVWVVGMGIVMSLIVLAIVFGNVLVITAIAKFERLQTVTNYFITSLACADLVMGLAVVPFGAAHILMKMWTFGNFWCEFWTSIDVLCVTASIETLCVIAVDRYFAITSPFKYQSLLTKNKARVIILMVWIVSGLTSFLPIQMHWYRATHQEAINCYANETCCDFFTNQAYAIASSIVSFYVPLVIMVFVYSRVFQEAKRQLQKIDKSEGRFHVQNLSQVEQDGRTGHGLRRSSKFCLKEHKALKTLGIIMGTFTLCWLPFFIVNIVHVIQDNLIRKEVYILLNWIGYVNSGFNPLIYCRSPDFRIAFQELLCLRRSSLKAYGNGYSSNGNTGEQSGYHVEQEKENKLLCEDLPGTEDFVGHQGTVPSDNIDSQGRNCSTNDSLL
uPA generation: blocks generation of uPA at the cell surface; cell surface uPA generation assay, qHTS; Potency, µM (doses to about 38.3 µM), inactives show at the highest dose activity change, negative = inhibition, usual class: inhibitors; 330,000 compounds, 0.31% hits; AID 540303; active means well fitted inhibition curve with a large enough effect; inconclusive means small, poorly fitted or top-dose-only effect; inactive means no such curve, though single readings can be large or run the other way; tested in mouse RAW 264.7 cells; further: potency means the concentration at half of the fitted maximal effect; on the % scale 0 is the no-effect control and ±100 the full control effect; nearly all actives have a fitted effect of over 55% in size
p53 reactivator: restores transcriptional activity of mutant p53; H1299 p53-A138V BP100-luciferase reporter, luminescence, 24 h; Potency, µM (doses to about 92.2 µM), for inactives: at the highest dose activity change, positive = activation, usual class: activators; 320,000 compounds, 0.063% hits; further: potency means the concentration at half of the fitted maximal effect; % of control where 0% means no effect; nearly all actives have a fitted effect of over 45% in size
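H1299 (p53-null), stable ts p53-A138V + BP100-Luc; 1000 cells/well, Opti-MEM/10% FBS; cpd 4 pt, 1:5; 24 h, 37 deg C, 5% CO2; detection reagent 10 min RT; luminescence.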
TSG101-PTAP inh: blocks PTAP/TSG101 interaction to inhibit HIV-1 budding. Potency, µM (doses to about 115 µM), without a hit: top-dose activity change, negative = inhibition, hits mostly inhibitors. Q99816. 340,000 tested, under 10 active. Fluorescence polarization, FITC-PTAP peptide / Tsg101 binding; active means well fitted inhibition curve with a large enough effect in the main read-out, with a control signal flat, not every such curve was filed as active; inconclusive means small, poorly fitted or top-dose-only effect, or effect the other way, or a change in a side signal; inactive means no such curve, though single readings can be large or run the other way; further: potency means the concentration at half of the fitted maximal effect; % of control where 0% means no effect
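Compounds were pin-transferred onto Tsg101 binding domain (10 uM final) in HEPES pH 7.5 buffer, then FITC-PTAP peptide was added at 50 nM final. After 20 min at RT, polarization reported peptide displacement across a qHTS concentration series.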
USP2a block: blocks human ubiquitin-specific protease USP2a | O75604 | USP2 core, Ub-CHOP2 coupled fluorogenic reporter, 485/531 | Potency, µM (top dose mostly 38.3 µM), inactives show top-dose activity change, negative = inhibition, most hits filed as inhibitors | 330,000 compounds, 0.01% hits | AID 463254;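 further: potency means the concentration at half of the fitted maximal effect; plate controls were DMSO wells for no effect and full inhibition by NEM control for full effect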
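Cell-free coupled assay: 10nM USP2 core preincubated 30min RT with compound in Tris-HCl pH 8.0/CaCl2/CHAPS buffer, then 25nM Ub-CHOP2 and 25nM reporter substrate; fluorescence (Ex 485/Em 531) read after 60min RT, normalized to NEM inhibition, concentration-response curves fitted.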
TRPV1 ag: human TRPV1 agonism | 320,000 compounds, 0.19% hits | activation, % at 8.33 µM | AID 540275 | Q8NER1 | TRPV1-expressing cells, Fluo-8 calcium influx, agonist mode; in the data active means activation above about 80%; inconclusive means between about 30% and that limit; further: 0% is about no effect
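Fluo-8 calcium influx in TRPV1-expressing cells, kinetic read (ex 480/em 520 nm). Compound added and read 3 min for agonist activity, followed by capsaicin at EC20 final and 2 min further read for enhancement.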
Eya2 phos inh: Eya2 (human) phosphatase inhibition; O00167; recombinant Eya2, OMFP fluorescence dephosphorylation (OMFP is methylfluorescein phosphate); Potency, µM (top dose mostly 76.9 µM), for the others: at the top dose activity, negative = inhibition, actives largely listed as inhibitors; 330,000 compounds, 0.006% hits; further: potency means the concentration at half of the fitted maximal effect; on the % scale 0 is the no-effect control and ±100 the full control effect
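Eya2 (0.2 uM) preincubated 10 min at ambient with compound, then OMFP substrate added at 50 uM; 10 min reaction in 50 mM HEPES pH 7.5, 50 mM NaCl, 5 uM MgCl2, 0.05% BSA, 1 mM DTT. Fluorescence read at Ex 485/Em 525 nm.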
ELG1 genotox: genotoxicity induction in ELG1-luciferase HEK293T cells. Potency, µM (doses to about 46 µM), for the others: top-dose activity change, positive = activation, hits mostly activators. HEK293T ELG1-luciferase reporter, luminescence, 16 h. 330,000 compounds, 1.3% hits; further: potency means the concentration at half of the fitted maximal effect; % of control where 0% means no effect; nearly all actives have a fitted effect of over 60% in size
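HEK293T cells expressing luciferase-tagged ELG1 were treated with compound or DMSO for 16 hr at 37°C. Luciferase activity was then read after 30 min with ONE-Glo at room temperature; rising signal flags genetic stress.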
S-ASM inh: inhibitors of human secretory acid sphingomyelinase | P17405 | placental ASM, HMU-PC fluorogenic substrate, 60 min | Potency, µM (doses to about 57.5 µM), for the others: top-dose activity change, negative = inhibition, most hits filed as inhibitors | 340,000 compounds, 0.006% hits | AID 504937; further: potency means the concentration at half of the fitted maximal effect
Target sequence (P17405 47-631 limits assumed): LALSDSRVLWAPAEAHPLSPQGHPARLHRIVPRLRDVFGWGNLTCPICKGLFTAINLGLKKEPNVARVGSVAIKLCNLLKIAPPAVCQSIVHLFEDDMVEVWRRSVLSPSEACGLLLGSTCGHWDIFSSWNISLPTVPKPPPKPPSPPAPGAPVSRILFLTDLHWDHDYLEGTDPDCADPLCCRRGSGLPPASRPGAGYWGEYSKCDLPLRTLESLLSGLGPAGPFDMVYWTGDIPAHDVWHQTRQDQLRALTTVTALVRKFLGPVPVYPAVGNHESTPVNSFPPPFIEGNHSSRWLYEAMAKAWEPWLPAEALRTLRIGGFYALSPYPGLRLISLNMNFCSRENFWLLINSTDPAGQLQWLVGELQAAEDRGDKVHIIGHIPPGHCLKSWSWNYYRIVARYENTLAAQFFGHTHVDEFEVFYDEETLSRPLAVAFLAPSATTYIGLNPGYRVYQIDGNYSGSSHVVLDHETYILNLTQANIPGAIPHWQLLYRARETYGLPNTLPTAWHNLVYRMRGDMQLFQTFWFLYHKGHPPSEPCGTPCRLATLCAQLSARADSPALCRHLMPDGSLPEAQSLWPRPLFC
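qHTS format. ASM enzyme prepared from human placenta hydrolyses the fluorogenic substrate HMU-PC0 (9 uM final) over 60 min at 37 °C after a 10 min compound preincubation.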
BRCA1 expr up: increases BRCA1 expression; MCF7-BRCA1-FFLuc reporter, luminescence, 48 h; response scale: scaled: vehicle 0%, 10 µM genistein 100%; Potency, µM (doses to about 46.1 µM), for the others: top-dose activation, actives largely listed as activators; 380,000 compounds, 1.1% hits; further: potency means the concentration at half of the fitted maximal effect; nearly all actives have a fitted effect of over 80% in size; some results filed as inactive show a strong effect at the top dose
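Reporter cells (MCF7, BRCA1 promoter-firefly luciferase) received library compounds across a concentration series for 48 h. End-point luminescence was measured and concentration-effect curves derived after normalization.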
Integrin act MD: integrin-mediated muscular dystrophy alleviation activation | Potency, µM (top dose mostly 38.3 µM), for inactives: top-dose activation, most hits filed as activators | 350,000 compounds, 0.064% hits | AID 624291 | alpha7betagal myoblasts, beta-gal FDG fluorescence, 48 h;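 further: potency means the concentration at half of the fitted maximal effect; 100% = response of the positive control SU9516; nearly all actives have a fitted effect of over 60% in size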
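alpha7betagal+/- myoblasts (passage 13, 250/well) treated 48 h at 37C with compounds at 1:260 dilution of DMSO stock. Lysed, then beta-galactosidase activity read as FDG fluorescence (ex 480/em 540) after 30 min, with pre-read for autofluorescence.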
* marks the source's active call; other numbers are inactive results; ? = inconclusive; / = no result given; & = joins results of further samples; [ ] = another dose, or the depositor's remark. Unless noted, the call rests on the fitted dose curve; in most records, active means well fitted curve in the direction sought with a large enough effect; inconclusive means small, poorly fitted or top-dose-only effect, or another doubt; inactive means no such curve, though single readings can be large; an effect the other way counts as inactive or inconclusive.

SMILES	B2AR arrestin	uPA generation	p53 reactivator	TSG101-PTAP inh	USP2a block	TRPV1 ag	Eya2 phos inh	ELG1 genotox	S-ASM inh	BRCA1 expr up	Integrin act MD
NCCCn1c(C(=O)c2cc(Cl)c(N)c(Cl)c2)c2ccc(C(F)(F)F)cc2[n+]1[O-]	0.1%	-15%	-2%	-4%	2%	6	7%	4%	-19%	-61%	-28%
Cc1ccc(S(=O)(=O)Nc2ccc(-c3nc4cc(NS(=O)(=O)c5ccc(C)cc5)ccc4o3)cc2)cc1	-0.8%	/	2%	/	-18%	-1	20%	-10%	/	/	/
COc1ccc(S(=O)(=O)N2CCOCC2)cc1C(=O)Nc1ccon1	-0.5%	-2%	8%	-1%	1%	0	-8%	3%	0%	-7%	-9%
COc1ccc(NC(=O)C2CCN(S(C)(=O)=O)CC2)cc1	0.4%	13%	1%	-11%	1%	-2	-2%	-1%	2%	-4%	9%
CC(C)Oc1cccc(C(=O)Nc2ccc(N3CCN(C)CC3)cc2)c1	-0.8%	-26%	15%	-4%	2%	1	-6%	12%	3%	71%	0%
Cc1ccc(S(=O)(=O)N2CCOC2CNC(=O)C(=O)NCc2ccco2)cc1 (stereo unspecified)	0.3%	5%	7%	2%	0%	4	5%	-1%	1%	-2%	-11%
Cc1ccc(S(=O)(=O)N(C)c2nc3ccccc3n3c(C(C)C)nnc23)cc1	-0.3%	?	4%	3%	-1%	1	16%	1%	0%	-24%	-31%
CN(NC(=O)/C=C/C(=O)O)c1ncc(C(F)(F)F)cc1Cl	0.4%	1%	3%	0%	2%	-7	9%	-17%	6%	4%	-10%
Cc1ccccc1OCC(=O)NC(=S)Nc1ccccc1N1CCN(S(C)(=O)=O)CC1	-0.6%	-2%	-1%	-1%	0%	2	-7%	-13%	-5%	-5%	-5%
CC1(C)OCC(C2CC(c3ccccc3)NS(=O)(=O)O2)O1 (stereo unspecified)	-1.1%	14%	8%	-4%	0%	-1	-2%	0%	0%	0%	-8%
CC(C)(C)c1cc(NC(=O)c2cccnc2)no1	-0.2%	/	14%	-10%	2%	8	4%	8%	10%	7.1µM*	-14%[7.66 µM]
CONC(=O)Nc1ccccc1[N+](=O)[O-]	0.0%	-2%	-1%	-4%	1%	-2	-8%	-4%	5%	2%	7%
CCN(CC)CCNC(=O)c1cn(CC)c2ccc(S(=O)(=O)N3CCc4ccccc4C3)cc2c1=O	-0.2%	?	5%	-3%	1%	1	8%	0%[9.26 µM]	0%	-17%&-11%	-22%
Cc1ccc(NC(=O)CSc2nc3[nH]ncc3c(=O)[nH]2)cc1Cl	2.7%	2%	0%	-3%	1%	0	16%	0%	5%	-5%	9%
Fc1ccc(CNCc2ccc(Br)cc2)cc1	-1.3%	-15%	?	-5%	2%	3	1%	-1%	-1%	-1%	-4%
COc1cc2cc(C(c3nnnn3C3CCCCC3)N(C)C3CCCCC3)c(=O)[nH]c2cc1OC (stereo unspecified)	0.3%	/	-11%	-7%	-8%	?	-4%	-8%	39%[activator]	-55%	10%[7.66 µM]
O=C(NCc1cccs1)c1ccc(S(=O)(=O)N2CCCCC2)cc1	4.6%	3%	0%	0%	0%	27	9%	-9%	-1%	0%	-12%
O=C(OC1CSc2nc3ccccc3n2C1)c1ccco1 (stereo unspecified)	-1.1%	1%	-1%	-5%	2%	0	2%	-1%	-2%	-1%	0%
Cc1cc(C)nc(NC(=O)/C=C/c2ccc(Cl)cc2Cl)c1	-1.0%	1%	?	-3%	3%	25	9%	?	-4%	6.3µM*	-36%
COc1ccc(NC(=O)c2ccccc2N(Cc2ccccc2)S(C)(=O)=O)cc1	-0.3%	16%	-1%	-9%	-2%	1	0%	-4%	-1%	-14%	23%
CCOc1ccc2nc(NC(=O)C(CCSC)NS(=O)(=O)c3cccs3)sc2c1 (stereo unspecified)	3.1%	2%	3%	0%	-9%	4	-22%	-15%	-9%	-38%	-1%
COc1ccc(OC)c(NC(=O)CN2C(=O)c3ccccc3S2(=O)=O)c1	-0.5%	2%	7%	-2%	-1%	1	4%	0%	1%	-3%	0%[7.66 µM]
COc1cccc(N2CC(NC(=O)c3cccc4ccccc34)CC2=O)c1 (stereo unspecified)	3.3%	-8%	-4%	-4%	0%	11	17%	-10%	3%	7%	-7%
CN(C)/C=C/C(=O)/C=C/c1ccc(Cl)cc1	3.0%	-8%	2%	-2%	-1%	22	-13%	?	-3%	-66%	-28%
C[C@H](O)[C@@H]1C(=O)N2CCc3ccc(-c4cccc(F)c4)cc3[C@@H]2C[C@@H]1N(C)C(=O)Nc1ccccc1	/	16%	/	-19%	/	/	/	/	-6%	0%	16%
Other entries follow:
SMILES	B2AR arrestin	uPA generation	p53 reactivator	TSG101-PTAP inh	USP2a block	TRPV1 ag	Eya2 phos inh	ELG1 genotox	S-ASM inh	BRCA1 expr up	Integrin act MD
Cc1ccc(S(=O)(=O)NC(=O)Nc2ccc(Cl)cn2)cc1	0.4%	-2%	29%	1%	5%	4	21%	0%	2%	-3%	3%
COC(=O)C(C)Sc1nc(N)c(NC(=O)c2ccco2)c(=O)[nH]1 (stereo unspecified)	4.6%	0%	1%	-2%	2%	-4	-6%	-1%	6%	18%	8%
CCOc1cccc(C(=O)NC(=S)Nc2ccc(N3CCCC3)cc2)c1	0.0%	6%	-5%	-2%	-13%	5	3%	-4%	-6%	1%	7%
CCOC(=O)c1ccc(N2C=C(C(=O)OC)C(c3ccc(OC)c(O)c3)C(C(=O)OC)=C2)cc1	0.6%	-3%	4%	0%	-9%	2	-11%	5%	10%	-3%	-13%
COc1ccccc1-n1ccnc(SCC(=O)NC2CCCCC2)c1=O	4.2%	-4%	2%	3%	-1%	1	-26%	0%	11%	-18%	-11%
O=[N+]([O-])c1ccccc1SN(Cc1ccccc1)c1ccccn1	0.6%	-17%	12%	-2%	-1%	1	-6%	2%	-7%	1%	-4%
COc1ccc(CN(C(=O)c2ccco2)c2ccccc2)cc1	0.1%	12%	-5%	0%	-1%	?	-11%	-6%	-3%	-3%	-7%
Cc1nc(-c2ccc([N+](=O)[O-])cc2)sc1C(=O)O	-0.4%	-3%	-6%	0%	-1%	-2	3%	?	7%	75%	-11%
C1CNC(C23CC4CC(CC(C4)C2)C3)=N1	0.1%	-1%	-1%	0%	5%	2	-24%	2%	-1%	6%	1%
CCOC(=O)/C(=N/Nc1ccccc1)Sc1nnc(CCc2ccccc2)n1-c1ccccc1	2.6%	-2%	4%	-1%	-6%	?	-19%	0%	-3%	-3%	-19%
O/N=C/c1cccn1-c1ccc(O)cc1	0.3%	/	2%	-5%	-1%	-1	2%	-1%	1%	12%	10%
Cc1cc2ncn(/N=C/c3cccnc3)c2cc1C	-0.4%	14%	-14%	-7%	-5%	-1	-5%	5%	0%	-31%	-17%
COc1ccc(C(=O)COC(=O)C2CCC(=O)N2)cc1 (stereo unspecified)	0.0%	1%	4%	-4%	1%	0	-4%	1%	1%	-14%	?
COc1cc(OC)c2c(C)cc(=O)oc2c1C(CCN1CCN(c2ccccc2)CC1)c1ccc2c(c1)OCO2 (stereo unspecified)	0.1%	22%	-1%	-4%	1%	7	6%	-2%	-8%	-47%	10%
CCCCCCCCCCOC(=O)Cn1c(COc2ccccc2C)[n+](C)c2ccccc21	-0.6%	-10%	/	-5%	?	4	-30%	-10%	?	-72%	-50%[inhibitor]
CCN1CCN(C(=S)c2ccc(OCC(=O)Nc3ccc(OC)cc3)cc2)CC1	/	1%	/	-8%	/	/	/	/	-2%	-4%	-8%
COc1cc(CCC(=O)NNC(=O)c2ccc(C)cc2)cc(OC)c1OC	4.0%	0%	0%	1%	2%	1	1%	0%	-2%	0%	?
CC(=O)Nc1cccc(NC(=O)CSc2ccc(-c3cccnc3)nn2)c1	-0.1%	-3%	2%	1%	-1%	-1	7%	-5%	1%	-48%	10%
CCCCCOC(=O)c1ccc(N2C(=O)C3C4C=CC(C4)C3C2=O)cc1 (stereo unspecified)	-0.3%	3%	3%	-5%	1%	3	5%	2%	-12%	4%	-10%
